T cell HTS – modulators of CD8 T cell-vesicle binding, primary screen, mouse 2C CD8+ T cells, flow cytometry; 2C CD8+ T cell-vesicle binding; stronger effect = lower value; calls only at 7 µM; 330,000 tested, 0.068% active; AID 2052, 2009;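 active = response, share of CD8 T cells binding vesicles, and their 90th percentile fluorescence all below set limits, cut at about 80% in these data, passing the limit was not always enough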
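Test system: purified 2C TCR transgenic mouse naive CD8+ T cells. Probe or stimulus: QL9-peptide-loaded Drosophila micro-vesicles bearing Ld, ICAM-1 and B7-1. Incubation: binding step 1.5 h, 37 °C, antibody labelling 20 min, ice. Measured by: flow cytometry of vesicle-bound cells.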
West Nile virus CPE – West Nile virus antiviral activity, cell-based, CPE readout (AID 1621); West Nile virus-infected cells, CPE inhibition; higher % means a stronger effect; CPE inhibition, % at 10 µM, or IC50 in µM where a hit was titrated; 290,000 tested, 0.02% active; in the data active = a potency from the dose series; inconclusive = CPE inhibition mostly from about 3.7% at the one dose, without a potency; inactive = the rest, 99 in 100 with CPE inhibition below about 2.2%; note: strong numbers were not always called active
RSV CPE inhibition – RSV antiviral activity via CPE protection, HEp-2 cells, primary 10 µM value included (AID 2391); HEp-2 cells, RSV-induced CPE inhibition; higher % means a stronger effect; CPE inhibition, % at 10 µM, or IC50 in µM where a hit was titrated; 310,000 tested, 0.13% active; in the data active = a potency from the dose series; inconclusive = CPE inhibition mostly from about 23% at the one dose, without a potency; inactive = the rest, 99 in 100 with CPE inhibition below about 21%; note: strong numbers were not always called active
WT yeast gro inh – growth inhibition of WT strain, primary screen, mitochondrial fusion inhibitor project, WT and mutant strains, chemical genetic; mitochondrial fusion phenotypic screen; inhibition, % at 10 µM; 190,000 tested, 2.1% active; in the data active = inhibition above about 58%; tested in S. cerevisiae
MgcRacGAP inhibition – MgcRacGAP GTPase-activating activity inhibitors, confirmation, biochemical, ADP Hunter fluorescence | MgcRacGAP-stimulated Rac1 GTP hydrolysis, ADP Hunter fluorescence; higher % means a stronger effect; GST-tagged Rac1 F28L mutant substrate | one-dose inhibition, % at 30 µM; IC50 in µM for titrated hits | AID 624330, 2012 | Rac GTPase-activating protein 1 (Homo sapiens) | 340,000 tested, 0.6% active;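 active = first-screen hits whose inhibition reached a set limit at any dose in the follow-up dose series; inconclusive = inhibition above the set first-screen limit but never retested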;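 note: fluorescence reports GDP produced by GAP-driven GTP hydrolysis; strong numbers were not always called active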
b-catenin transl – modulators of beta-catenin nuclear translocation, primary screen, imaging, HeLa cells, immunofluorescence, high-content; nuclear translocation activity, % at 5 µM; 190,000 tested, 0.3% active;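 active = nuclear translocation activity above 50% at 5 µM, with a well cell count of 50 or more; inconclusive = wells under 50 cells across six images, flagged as toxic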;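 note: per-cell ratio of nuclear to cytoplasmic median beta-catenin stain intensity; plate controls were DMSO negative control for no effect and GSK-3 inhibitor IX positive control for full effect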
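Signal – beta-catenin immunofluorescence imaging with DAPI · Test system – human HeLa cell line · Dosing – 5 µM primary single dose, 0.1% DMSO, 0.02–20 µM confirmation series · Measure – % activation, nuclear-to-cytoplasmic median beta-catenin signal ratio per cell · Incubation – 24 h compound exposure at 37°C, 5% CO2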
Salmonella PhoP GFP – inhibitors of PhoP regulon expression, primary screen, Salmonella Typhimurium, GFP reporter (AID 1863) | S. Typhimurium PhoP-regulated promoter GFP reporter, 4 h; higher % means a stronger effect | one-dose inhibition, % at 50 µM; IC50 in µM for titrated hits | 300,000 tested, 0.16% active;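 active = inhibition over 29.93%, a cutoff 3 SD above the screen mean, later confirmed by dose response; inconclusive = inhibition over 29.93% but no dose response follow-up; inactive = inhibition at most 29.93% or unconfirmed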;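 note: 0% = low Mg2+ inducing control and 100% = high Mg2+ repressing control; strong numbers were not always called active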
SV40 large T antigen – SV40 large T antigen inhibitors, biochemical (AID 1903). 310,000 tested, 0.39% active. inhibition, % at 20 µM, or IC50 in µM where a hit was titrated. SV40 large T antigen ATPase/helicase inhibition assay; higher % means a stronger effect; in the data active = a potency from the dose series; inconclusive = inhibition mostly from about 32% at the one dose, without a potency; inactive = the rest, 99 in 100 with inhibition below about 32%; note: strong numbers were not always called active
Myeloid diff MLP – induction of myeloid progenitor differentiation, primary screen, cell-based, flow cytometry, MLPCN library | ER-HoxA9 myeloid progenitors, lysozyme-GFP differentiation | 360,000 tested, 1% active | calls only at 10 µM;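 active = normalized GFP-positive differentiation at or above the plate's own cutoff, the solvent-only control mean plus 3 SD; inconclusive = no clear call, values can overlap the other calls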;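 note: cells exposed to compound for four days before flow analysis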
WT yeast gro inh mutant strain – also measured in WT yeast gro inh; calls as there; inhibition, %; mitochondrial fusion phenotypic screen, mutant strain inhibition
b-catenin transl cell count 5 µM – recorded beside b-catenin transl, whose call it bears; cell count; measured here: cell count, cytotoxicity flag
T cell HTS vesicle-bound % – further read-out of T cell HTS, marked with its call; double positive events, %; measured here: CD8+ vesicle-bound cell fraction;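 binding gate set so that unloaded-vesicle control wells show 10% double positive cells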
Myeloid diff MLP GFP+ MAC1+ % – also measured in Myeloid diff MLP; calls as there; GFP+ MAC1+ double positive, %; measured here: differentiation confirmed by MAC1 staining
* = called active by the depositor; i = inactive; ? = inconclusive; . = no result given.

SMILES	T cell HTS	T cell HTS vesicle-bound %	West Nile virus CPE	RSV CPE inhibition	WT yeast gro inh	WT yeast gro inh mutant strain	MgcRacGAP inhibition	b-catenin transl	b-catenin transl cell count 5 µM	Salmonella PhoP GFP	SV40 large T antigen	Myeloid diff MLP	Myeloid diff MLP GFP+ MAC1+ %
CCc1ccc(OCC(=O)N/N=C/c2cc([N+](=O)[O-])ccc2N2CCOCC2)cc1	i	10	-0.4%	39%	30	-8	5%	-1.1	1110	6%	13%	i	0.1
O=C(CSc1nnc(C2COc3ccccc3O2)o1)Nc1ccc(F)cc1Cl (centres undefined)	i	60	-0.5%	-1.8%	0	-18	8%	0.5	915	-4%	8%	.	.
N/C(=N/OCC(=O)Nc1cccc2ccccc12)c1nonc1N	i	31	-0.3%	-0.4%	3	-1	1%	-4.5	1437	8%	-3%	i	1.0
Cc1cc(C)cc(NC(=S)/C(=C(\[O-])c2ccc(Cl)s2)[n+]2cccc(C)c2)c1	i	54	-0.6%	2.8%	5	5	5%	2.4	897	1%	5%	i	1.6
CCOC(=O)CC(=O)CSc1ccc2nnc(-c3ccccc3)n2n1	i	22	1.1%	-0.1%	-6	-12	9%	1.0	1069	17%	10%	i	0.5
COc1ccc2c3c(c(=O)oc2c1OCC(=O)C(C)(C)C)CCCC3	i	16	-0.3%	5.7%	.	.	14%	0.1	1077	3%	9%	i	0.7
C[C@H](NC(=O)c1ccc2c(c1)OCO2)c1nnc2ccccn12	i	38	0.2%	0.7%	.	.	-20%	.	.	-3%	8%	i	0.0
COc1ccc(CNC(=O)CN(Cc2ccco2)C(=O)CNS(=O)(=O)c2ccc(C)cc2)cc1	i	13	-0.6%	0.9%	.	.	6%	.	.	6%	12%	i	0.8
O=C(CCNC(=O)c1ccccc1Cl)Nc1nc2ccc(F)cc2s1	i	18	.	0.3%	.	.	2%	.	.	.	.	i	1.3
CC(=O)Nc1ccc(C2NC(=O)CCC2[N+](=O)[O-])cc1 (centres undefined)	i	34	0.0%	0.2%	.	.	1%	.	.	12%	1%	i	0.9
COc1ccc(-c2nnc3ccc(SCC(=O)Nc4cc(C)on4)nn23)cc1OC	i	54	0.2%	2.7%	-4	8	4%	-0.5	1014	0%	11%	i	0.4
CCCN(CCC)C(=O)c1oc2ccccc2c1NC(=O)Cc1cccc(OC)c1	i	57	-0.2%	-2.4%	.	.	4%	.	.	-4%	3%	i	0.2
O=C(c1cnc2sccn2c1=O)N1CCCc2ccccc21	i	16	1.2%	0.4%	.	.	-1%	-1.2	1058	.	7%	i	4.0
NS(=O)(=O)c1ccc(NC(=O)COC(=O)COc2ccccc2)cc1	i	28	0.4%	0.9%	0	3	2%	-0.4	1420	-6%	4%	i	0.1
CCC(=O)N(Cc1cc2cc(OC)ccc2[nH]c1=O)c1ccc(C)cc1C	i	16	0.6%	1.8%	-4	-1	9%	1.4	647	17%	19%	i	0.5
CCOC(=O)[C@H]1[C@H]2COc3ccc(Cl)cc3[C@@H]2N2C(=O)CN(Cc3ccco3)C(=O)[C@@]12C	i	43	.	-0.9%	.	.	3%	.	.	.	.	i	0.8
Cc1nn(CC#N)c(=O)n1N(C)c1ncc(C(F)(F)F)cc1Cl	i	46	0.4%	1.0%	-1	2	2%	-1.9	1084	-6%	4%	i	0.2
Nc1ccccc1-n1cccc1	i	31	-0.1%	.	.	.	.	-0.7	1263	-7%	4%	i	2.1
O=C(CNCC1CCCCC1)Nc1cccc(S(=O)(=O)N2CCOCC2)c1	i	33	-0.6%	-0.7%	-6	-8	25%	-3.1	1061	1%	1%	i	0.4
Cc1c(Cl)cccc1NC(=O)CSc1nncn1-c1ccccn1	i	36	0.1%	1.1%	.	.	5%	.	.	0%	21%	i	2.2
CC(=O)C1=C(C)NC(SCSc2ccccc2)=C(C#N)C1c1cccnc1 (centres undefined)	i	29	-0.3%	1.6%	22	-7	.	0.7	1029	24%	8%	.	.
CC(C)(C)c1nn(-c2ccccc2)c2nc(Cl)c(C=O)cc12	i	7	.	1.2%	-3	-1	1%	2.0	1381	-6%	6%	i	7.6
COc1ccc(-c2csc(=NCCO)n2-c2ccccc2)cc1	i	18	0.3%	1.6%	.	.	6%	.	.	-1%	-1%	i	0.7
CCCn1nnc(NC(=S)NC(=O)c2ccc(-c3ccc(Br)cc3)o2)n1	i	30	-0.6%	5.2%	.	.	7%	-1.3	1349	-1%	12%	i	0.8
Cc1ccc(OCC(=O)N/N=C/c2ccccc2)c([N+](=O)[O-])c1	.	.	0.8%	.	9	-1	2%	-1.2	1098	-1%	5%	i	0.1
CS(=O)(=O)N(CC(=O)N1CCN(Cc2ccccc2)CC1)Cc1ccccc1	i	13	-1.2%	1.6%	-20	-23	1%	-0.7	1081	0%	1%	i	8.2
O=C(Nc1ccc(NS(=O)(=O)c2ccccc2)cc1)c1cccnc1	i	51	-0.1%	0.1%	-8	2	-9%	-2.4	1114	-7%	23%	i	0.5
COc1cccc(CN2CCN(CC#Cc3ccccc3)CC2CCO)c1 (centres undefined)	i	57	-0.9%	-0.6%	.	.	5%	.	.	-2%	14%	i	0.2
COc1ccc(-c2cc(C(F)(F)F)nc(SCC(=O)Nc3sc4c(c3C#N)CCC4)n2)cc1	i	2	1.2%	2.2%	24	16	16%	-1.5	1088	-12%	2%	i	3.6
CC(=O)Nc1ccc(S(=O)(=O)NC2(C(F)(F)F)NC(=O)N(C3CCCC3)C2=O)cc1 (centres undefined)	i	60	-1.1%	1.6%	-5	8	-2%	3.6	1154	6%	2%	i	2.4
CS(=O)(=O)Nc1cccc(C2=NN(C(=O)c3ccc(F)cc3)C(c3cccs3)C2)c1 (centres undefined)	i	44	-0.7%	10%	.	.	6%	.	.	2%	8%	i	0.5
O=c1oc(CCO)cc2ccc(-c3ccc4[nH]ccc4c3)cc12	i	43	.	0.7%	.	.	5%	.	.	.	.	i	0.5
COC(=O)/C(=C\Nc1ccc(Cl)cc1Cl)NC(=O)c1ccc(OC)cc1	i	35	0.0%	1.1%	.	.	6%	1.2	1216	-9%	23%	.	.
CCOC(=O)CNC(=S)N(Cc1ccccc1F)C1CCCCC1	i	66	-1.5%	-1.5%	-2	-4	-3%	0.2	1131	-9%	19%	i	0.2
Cc1ccc(NC(=O)CNc2cccc(S(=O)(=O)N3CCCCC3)c2)cc1F	i	23	.	3.9%	.	.	5%	.	.	-6%	20%	i	0.4
O=c1c2oc3ccccc3c2ncn1Cc1ccccc1F	i	9	-0.5%	17%	5	2	6%	-0.6	1331	8%	4%	i	0.3
Cc1ccc(S(=O)(=O)Nc2cc(C(C(=O)OC(C)C)C(=O)C(F)(F)F)c(O)c3ccccc23)c(C)c1 (centres undefined)	i	24	-0.2%	1.7%	37	2	2%	-2.9	1086	-7%	9%	i	1.8
COc1ccccc1Nc1nc(N)nc(CN2CCCCCC2)n1	i	36	0.1%	1.5%	-9	7	6%	.	.	-7%	26%	i	1.0
O=C(CN1C(=O)C(=O)N(C2CCCC2)C1=O)NCCc1ccc(Cl)cc1Cl	i	32	.	0.6%	.	.	2%	.	.	.	.	i	0.3
O=C(CCCn1c(=O)c2cccn2c2cccnc21)NCCc1ccc(Cl)cc1	i	38	-0.2%	?	.	.	6%	.	.	-4%	12%	i	0.7
CC(=O)/C(=C\Nc1ccc(OCc2ccccc2)cc1)c1ccccc1	i	54	0.3%	4.6%	33	20	5%	0.1	1060	2%	1%	i	0.7
Cc1ccc(C)c(NC(=O)CSc2nnc(-c3n[nH]c4ccccc34)o2)c1	i	27	-0.5%	0.9%	-2	25	8%	.	.	-9%	-3%	i	0.3
CCn1cnc2sc(C(=O)Nc3ccccc3OC)c(C)c2c1=O	i	12	0.1%	-0.8%	.	.	10%	0.2	1329	-2%	4%	i	0.2
Cn1c(SCc2cccnc2)nnc1-c1c[nH]c2ccccc12	i	34	0.0%	2.0%	-16	-24	6%	.	.	10%	15%	i	2.0
O=[N+]([O-])c1ccc(Sc2ncc3ccccn23)nc1	i	35	0.6%	0.5%	.	.	14%	0.9	1278	-2%	10%	i	0.2

Looked up above.
Under b-catenin transl cell count 5 µM, O=[N+]([O-])c1ccc(Sc2ncc3ccccn23)nc1 is entered as 1278
Under Salmonella PhoP GFP, Cn1c(SCc2cccnc2)nnc1-c1c[nH]c2ccccc12 is entered as 10%

(cont.)
SMILES	T cell HTS	T cell HTS vesicle-bound %	West Nile virus CPE	RSV CPE inhibition	WT yeast gro inh	WT yeast gro inh mutant strain	MgcRacGAP inhibition	b-catenin transl	b-catenin transl cell count 5 µM	Salmonella PhoP GFP	SV40 large T antigen	Myeloid diff MLP	Myeloid diff MLP GFP+ MAC1+ %
O=C1Nc2cc(C(=O)N3CCc4ccccc4C3)ccc2S/C1=C\c1ccccc1	i	47	-1.4%	1.7%	52	23	14%	0.1	894	-3%	7%	i	0.8
Cn1c(=O)c2nc(-c3ccccc3)c(-c3ccccc3)nc2n(C)c1=O	i	6	.	18%	.	.	10%	.	.	.	29%	i	0.3
COc1ccc([N+](=O)[O-])cc1NC(=O)Nc1ccccc1	i	4	-1.5%	6.5%	10	-10	10%	-1.7	1064	-7%	12%	i	0.8
CC1CCC2(CC1)NC(=O)N(CC(=O)N1CCc3ccccc3C1)C2=O (centres undefined)	i	39	-0.5%	1.5%	-19	-8	4%	0.5	1113	6%	5%	i	0.3
O=C(Cc1ccsc1)N1CCN(S(=O)(=O)c2ccccc2F)CC1	i	54	.	0.0%	.	.	3%	.	.	.	.	i	0.3
COCCN(CC(=O)Nc1cccc(C)c1C)C(=O)c1cc2ccccc2cc1OC	i	20	.	0.7%	.	.	-3%	.	.	.	.	i	0.3
COc1cc(NS(=O)(=O)c2ccc3[nH]c(=O)[nH]c3c2)cc(OC)c1	i	44	0.6%	1.5%	.	.	8%	.	.	-3%	20%	i	1.0

Source: PubChem BioAssay (several laboratories)
